Source: PubChem
DNA FID counter – compounds displacing fluorescent DNA intercalator, primary screen, artefact control for HCV NS3 helicase inhibitor project, biochemical, FID fluorescence | DNA fluorescent intercalator displacement | inhibition, % at 7.9 µM | hit rate 0.17% among 290,000; in the data active = inhibition above about 37%;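 note: 0% = vehicle and 100% = reference compound; higher means more ethidium bromide displaced from hairpin DNA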
MEKK3 PB1 HTS – modulators of MEKK3-MEK5 PB1 binding, primary screen, biochemical, wildtype MEKK3, multiplex bead flow cytometry, Alexa488-MEK5; Mitogen-activated protein kinase kinase kinase 3 (Homo sapiens), Q99759; bead-based flow cytometry, Alexa488-MEK5 binding to MEKK3; actives lie on both sides; 0 = blocked by unlabeled MEK5, 100 = vehicle; binding response (% of control), % at 10 µM; hit rate 1.4% among 290,000; AID 1529, 2009;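 active = binding response more than 3 SD above or below the average of its plate-row segment, actives on both sides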;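 note: Alexa488 bead fluorescence after subtracting the streptavidin-only scavenger bead signal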
Target sequence (Q99759 whole entry, looked up): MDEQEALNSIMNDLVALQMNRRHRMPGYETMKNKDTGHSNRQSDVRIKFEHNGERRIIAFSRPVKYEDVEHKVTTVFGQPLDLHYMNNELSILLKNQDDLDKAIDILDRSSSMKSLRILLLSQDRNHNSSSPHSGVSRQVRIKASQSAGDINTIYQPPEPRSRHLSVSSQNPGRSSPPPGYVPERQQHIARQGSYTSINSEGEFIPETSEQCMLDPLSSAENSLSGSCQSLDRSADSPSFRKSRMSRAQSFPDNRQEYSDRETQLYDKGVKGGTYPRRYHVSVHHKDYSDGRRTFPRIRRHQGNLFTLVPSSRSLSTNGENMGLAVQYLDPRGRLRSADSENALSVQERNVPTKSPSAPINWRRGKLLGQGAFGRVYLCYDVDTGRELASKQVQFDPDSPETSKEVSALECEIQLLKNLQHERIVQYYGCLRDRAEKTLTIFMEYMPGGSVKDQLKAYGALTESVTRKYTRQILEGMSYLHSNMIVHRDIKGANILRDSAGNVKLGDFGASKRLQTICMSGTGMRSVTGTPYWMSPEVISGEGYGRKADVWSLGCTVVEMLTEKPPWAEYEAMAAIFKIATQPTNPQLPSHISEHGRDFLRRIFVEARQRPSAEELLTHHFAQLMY
GalR3 antag – GalR3 antagonists in HEK293 cells, primary screen, cell-based, fluorescence readout; inhibition, % at 3 µM; hit rate 0.44% among 360,000; HEK293 GalR3-CNG cAMP membrane potential fluorescence; galR3 body fused to GalR1 C-terminus; AID 651719, 2012;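 active = inhibition above the screen-wide average plus 3 SD, cut at about 13% in these data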;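 note: forskolin and galanin both at EC90 stimulate the cells; cAMP rise reported by CNG channel membrane potential dye signal; 0% = forskolin plus galanin with DMSO and 100% = forskolin alone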
Target sequence (O60755 1-299 limits assumed): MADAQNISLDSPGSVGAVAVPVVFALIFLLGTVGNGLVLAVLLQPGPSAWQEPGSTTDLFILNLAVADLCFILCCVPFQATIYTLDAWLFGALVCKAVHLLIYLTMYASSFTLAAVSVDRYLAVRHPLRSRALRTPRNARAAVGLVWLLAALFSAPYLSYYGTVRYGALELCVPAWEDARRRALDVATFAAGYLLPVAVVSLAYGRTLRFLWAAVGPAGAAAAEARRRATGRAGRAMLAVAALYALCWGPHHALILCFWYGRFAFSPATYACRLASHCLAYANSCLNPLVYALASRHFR
MEKK2mut PB1 HTS – MEK5 binding signal on mutant MEKK2 PB1, primary screen, biochemical, multiplex bead flow cytometry, Alexa488-MEK5; Alexa488-MEK5 binding to MEKK2 mutant; percent response, % at 10 µM; hit rate 0.35% among 290,000; in the data active = percent response above about 24%, passing the limit was not always enough; note: inactives centre near 1; some results filed as inactive read as strong as hits
CRFR2-BP antag – antagonists of CRF-BP/CRF-R2 complex, primary screen, cell-based, HEK293, calcium dye fluorescence, uHTS; CRF-induced calcium fluorescence; inhibition, % at 11.8 µM; hit rate 0.59% among 350,000; AID 588475, 2011;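 active = inhibition of the ligand-induced calcium signal above about 50% at the single tested concentration, limit read from the data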
HCV NS3 hel inh – inhibitors of HCV NS3 helicase, primary screen, biochemical, Cy5 molecular beacon fluorescence. Hepatitis C virus NS3 helicase. NS3 helicase DNA unwinding. inhibition, % at 10.9 µM. hit rate 0.56% among 290,000. AID 1800, 2009;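 active = inhibition above the mean of all tested compounds plus 3 SD, set per campaign, cut at about 35% in these data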;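 note: 0% = DMSO wells and 100% = thioflavine S control wells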
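Control set: DMSO versus 110 µM thioflavine S; Material: NS3 helicase fragment of HCV; Measured by: Cy5 fluorescence at 0 and 60 min, beacon hairpin quenching; Read-out basis: percent inhibition from t60/t0 fluorescence ratio; Times: reaction time 60 min, 25 °C; Repeats: single replicate; Compound dosing: single dose, 10.9 µM nominal final, DMSO 0.8% final.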
MEKK2 WT-MEK5 – modulators of MEK5 binding to wildtype MEKK2, primary screen, biochemical, multiplex bead flow cytometry, Alexa488-MEK5; Mitogen-activated protein kinase kinase kinase 2 (Homo sapiens), Q9Y2U5; Alexa488-MEK5 binding to MEKK2 WT; actives lie on both sides; binding response (% of control), % at 10 µM; hit rate 1.1% among 290,000; AID 1531, 2009; in the data active = binding response below about 67% or above about 130%
CRFR2-BP ag – agonists of CRF-BP/CRF-R2 complex, primary screen, cell-based, HEK293, calcium dye fluorescence, uHTS | calcium dye fluorescence (FLIPR); percent of saturating CRF peptide response | activation, % at 13.2 µM | hit rate 0.46% among 350,000 | CRF-binding protein / CRF receptor 2 complex (human) | AID 588473, 2011;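 active = activation of at least 50%, plus an integration ratio under a set limit after plate pattern correction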;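 note: plate controls were neutral control wells without compound for no effect and CRF at EC100 for full effect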
UBC9 SUMO inh – inhibitors of in vitro SUMOylation cascade, primary screen, biochemical, HTRF, uHTS; SUMO-conjugating enzyme UBC9 (Homo sapiens), P63279; HTRF SUMOylation assay, SAE1/SAE2 + UBC9; inhibition, % at 35 µM; hit rate 0.36% among 290,000; in the data active = inhibition above about 50%, passing the limit was not always enough; note: strong numbers were not always called active
An asterisk follows results filed as active; · = not tested or not shown.

Under each structure – DNA FID counter	MEKK3 PB1 HTS	GalR3 antag	MEKK2mut PB1 HTS	CRFR2-BP antag	HCV NS3 hel inh	MEKK2 WT-MEK5	CRFR2-BP ag	UBC9 SUMO inh
CCSc1nnc(NC(=O)C2CCN(S(=O)(=O)c3ccccc3C(F)(F)F)CC2)s1
    -5	98	-2	-1	-4	-11	97	-1.0	-31
CC(C)(C)NC(=O)NC(=O)COC(=O)Cc1c(Cl)cccc1Cl
    -24	98	-5	-3	-17	-4	97	7.1	-9
COCCN(C(=O)CCc1nnc(Cc2c[nH]c3ccccc23)o1)C(C)C
    -21	98	0	6	-1	5	104	0.1	-9
COc1ccccc1/C=C/C(C)=O
    -4	85	2	-6	3	2	89	-4.0	3
CC(C)(C)c1ccc(/C=C/C(=O)O)s1
    -9	80	-2	-2	12	4	89	-0.4	0
COc1cc2c(cc1OC)C(C)N(C(=O)c1sc(-c3cnccn3)nc1C)CC2 (centres undefined)
    -31	96	-1	-1	14	8	99	-1.8	-1
Cc1ccc(NS(=O)(=O)c2c(C)[nH]c(C)c2C(=O)N2CCCCC2)c(Br)c1
    -44	103	-6	4	-13	-1	105	0.0	-1
CCn1c(C(C)NC(=O)c2cccc(C)c2)nc2ccccc21 (centres undefined)
    -12	102	·	5	18	2	103	0.2	9
COc1cccc(C2CC(C(F)(F)F)n3ncc(C(=O)Nc4c(C)n(C)n(-c5ccccc5)c4=O)c3N2)c1 (centres undefined)
    -34	68	2	2	-8	-3	86	0.7	-33
CCOc1ccc(CCNC(=O)CSc2nc3ncc(Cl)cc3[nH]2)cc1OCC
    -36	103	0	1	13	13	103	-1.3	2
Cc1onc(-c2ccccc2)c1C(=O)NNC(=S)NC(=O)c1ccc(F)cc1
    -2	98	-3	0	-34	4	103	181*	-66
COC(=O)c1ccc(NC2c3ncccc3C(=O)N2Cc2cccs2)cc1 (centres undefined)
    -22	103	-1	-13	-9	-4	88	-0.8	27
CCCNC(=O)CCCN1C(=O)c2ccccc2Sc2ncccc21
    -6	104	-12	3	-9	10	103	2.2	9
Cc1ccccc1CN(c1ccc(C(=O)NCc2ccccn2)cc1)S(C)(=O)=O
    -26	99	-4	-2	32	0	97	-0.9	2
CCN(CC)C(=O)CSc1nc(O)cc(=O)n1C
    -13	99	-4	2	19	-3	103	-0.6	7

Under each structure – DNA FID counter	MEKK3 PB1 HTS	GalR3 antag	MEKK2mut PB1 HTS	CRFR2-BP antag	HCV NS3 hel inh	MEKK2 WT-MEK5	CRFR2-BP ag	UBC9 SUMO inh
CC(=O)Nc1nn(C)c2nc(C)cc(C)c12
    -4	101	2	1	8	-1	98	0.1	24
CCN(CC(=O)Nc1c(F)cccc1F)C(=O)Cc1ccccc1
    -5	102	4	2	-8	-4	101	1.7	-12
COc1ccc(C2CC(c3ccc(OC)c(OC)c3)=NN2S(C)(=O)=O)cc1 (centres undefined)
    -25	105	-4	3	3	-8	102	4.2	11
Cc1c(N(C(=O)c2cc(=O)[nH]c3ccccc23)C(C)C)c(=O)n(-c2ccccc2)n1C
    -10	101	3	5	-13	3	101	-0.4	-2
CCCCCNc1nc(N2CCCC2)c2c(c1C#N)CCN(C)C2
    14	106	-4	6	-34	-71	118	11	22
CCN(CC)CCn1c2ccccc2c2cnc(N=CN(C)C)c(C#N)c21
    22	104	-2	2	-9	1	105	-0.3	16
COc1ccc(-n2c(=O)[nH]c3c(C(N)=O)nc(C4CCCCC4)nc32)cc1
    -1	95	0	-2	-31	5	93	-0.9	15
Cc1ccc(C)c(N2CCN(CC3CC=CCC3)CC2)c1 (centres undefined)
    4	99	-2	-3	-30	-3	102	-1.0	-5
CCOC(=O)c1c(C)[nH]c(C(=O)CSc2nc3ccccc3o2)c1C
    -7	101	-3	1	-5	-4	102	1.0	15
COc1ccc(-c2noc(CN(C)Cc3ccccc3)n2)cc1
    -25	102	-2	7	5	-11	107	6.5	2
Cc1c(/C=C/C(=O)c2ccccc2)cnn1C
    -4	104	-3	4	2	-2	100	-1.4	7
O=C(O)CCCCCNc1nc(=S)[nH]c2ccccc12
    -1	104	0	11	2	-7	104	-0.5	-9
COc1cccc(C(=O)NN2c3ccccc3CCc3ccccc32)c1
    -4	97	-4	-2	-12	1	94	0.2	34
COC(=O)/C=C1\N/C(=N\c2nc(C)cc(C)n2)N(c2ccc(Cl)cc2)C1=O
    -15	107	-4	2	-16	1	104	-1.4	15
Cc1cccc(N2CCN(C(=O)C3CCN(S(=O)(=O)N4CCOCC4)CC3)CC2)c1C
    -41	94	-12	-11	10	-4	89	-1.9	11

Under each structure – DNA FID counter	MEKK3 PB1 HTS	GalR3 antag	MEKK2mut PB1 HTS	CRFR2-BP antag	HCV NS3 hel inh	MEKK2 WT-MEK5	CRFR2-BP ag	UBC9 SUMO inh
O=C(C1CCCN(S(=O)(=O)c2cnc[nH]2)C1)N(CCc1ccccc1)Cc1ccccc1 (centres undefined)
    -31	104	-1	2	1	3	106	-0.1	9
Cc1ccc(C2CC(=O)N(c3ccc(F)cc3)C3=C2C(=O)CCC3)cc1 (centres undefined)
    -13	123*	2	7	-1	-5	120	0.0	-13
COc1ccc(OC)c(CNC(=O)C2CCC(=O)N2C(C)C)c1 (centres undefined)
    -4	100	-11	3	11	-4	104	-0.3	-6
CCOC(=O)c1sc(NC(=O)COC(=O)Cn2cnc3ccccc32)c(C(=O)OCC)c1C
    -4	·	-4	·	25	-5	·	12	-23
Nc1ccccc1-c1nnn(CC(=O)Nc2ccc3c(c2)OCCO3)n1
    -4	98	-8	1	-8	3	100	-1.1	0
Cn1c(SCc2cc(=O)[nH]c3ccccc23)nnc1-c1ccc(Br)cc1
    -26	101	-8	-1	-13	-2	91	0.2	2
O=C(CCCSc1nc2ccccc2[nH]1)NCc1ccccc1F
    -7	113	-4	-1	-10	10	106	-1.9	6
CCN(CC)C(=O)c1cn(CCC#N)nc1-c1ccc2c(c1)OCCO2
    -2	96	-3	-8	-6	9	89	1.4	3
COc1ccc(Oc2nc(C)cc(C)c2C#N)cc1
    -7	100	2	2	1	-1	99	1.8	-8
O=C(CSc1ncn[nH]1)c1ccco1
    0	104	-5	4	-4	0	106	-0.6	14
CCCS(=O)(=O)c1c(S(=O)(=O)CCC)c2c3ccccc3ccn2c1C(=O)OC
    -21	105	-2	2	1	-6	106	1.1	-3
COc1cc(CN(C)CC2CCCN(CCc3ccccc3F)C2)cc(Cl)c1OC (centres undefined)
    25	103	-12	4	1	-66	122	-1.2	-19
CCn1cc(C(=O)N2CCN(c3ccccn3)CC2)c2cc(OC)c(OC)cc2c1=O
    -24	104	2	3	-39	-4	103	-0.8	0
COc1cccc(NC(=O)C2CCCCC2)c1
    3	99	-5	0	17	-4	107	-2.6	21
CCN(CC(=O)NCc1ccc(Cl)cc1)C(=O)c1cc(S(=O)(=O)NCc2ccccc2)ccc1C
    -49	96	0	-9	-19	11	90	2.0	-17

Under each structure – DNA FID counter	MEKK3 PB1 HTS	GalR3 antag	MEKK2mut PB1 HTS	CRFR2-BP antag	HCV NS3 hel inh	MEKK2 WT-MEK5	CRFR2-BP ag	UBC9 SUMO inh
CCCCN1C(=O)CCC(C(=O)O)C1c1ccc(OC)cc1 (centres undefined)
    1	100	-10	-2	-10	6	101	2.1	-10
C=CCn1c(=S)[nH]c2ccc(Br)cc2c1=O
    6	103	-1	3	-10	3	109	-2.2	1
Cc1nccn1Cc1ccccc1
    -6	98	·	2	-18	-6	105	-1.3	0
Cc1ccccc1C(=O)c1cccn1CC(=O)NCCCN1CC(C)CC(C)C1 (centres undefined)
    19	99	-8	3	-2	-14	105	-1.7	13
CN1CCN(c2ccc(NC(=O)c3ccc4c(c3)OCCO4)cc2)CC1
    4	101	0	-1	1	-12	102	0.7	1
Cc1ccc(N(CC(O)CN2CCCCC2)S(=O)(=O)c2ccccc2)cc1 (centres undefined)
    10	104	-2	4	2	-13	111	9.3	·
CC(=O)c1cccc(NC(=O)CN(C2CCCCC2)S(C)(=O)=O)c1
    -4	112	-4	2	-15	-9	107	0.7	-6
O=C(CSc1nnc(-c2ccncc2)o1)Nc1ccccc1C(F)(F)F
    -8	105	-4	8	-7	-1	105	-1.1	7
CCC(=O)NCc1ccc(-c2nc3ncccc3o2)cc1
    -3	102	-11	6	3	-11	107	-0.2	10
COc1ccc(Cc2nnc(SCC(=O)c3cccc([N+](=O)[O-])c3)n2C)cc1
    -12	104	-10	9	20	3	106	-5.4	19
O=C(CCC(=O)Nc1ccccc1)NNC(=O)COc1ccccc1
    -6	87	-3	-3	-9	22	91	-2.9	-3
O=c1c(C(c2ccccc2)c2c(O)nc3n(c2=O)CCS3)c(O)nc2n1CCS2
    7	92	-6	-6	3	14	93	-0.3	3
COc1ccccc1CN1CCN(Cc2ccc3ccccc3c2)CC1
    10	102	-10	14	0	-58	109	-0.6	17

Quoted from the listing.
Result for `COc1ccc(C2CC(c3ccc(OC)c(OC)c3)=NN2S(C)(=O)=O)cc1` (centres undefined) in GalR3 antag: -4
Result for `CCCCCNc1nc(N2CCCC2)c2c(c1C#N)CCN(C)C2` in DNA FID counter: 14
Result for `CC(C)(C)c1ccc(/C=C/C(=O)O)s1` in MEKK2 WT-MEK5: 89

Some of the compounds tested; the hit share may differ from the screen's.
